Bioassay records (PubChem)
PrPC surface inh – reduces human prion protein on the cell surface; P04156; cell surface PrPC, TR-FRET read-out; inhibition, % at 13.8 µM; 370,000 tested, 0.43% active; in the data active = inhibition above about 24%; note: 0% = median of the test wells and 100% = reference compound wells
MazEF act – increases E. coli MazEF RNase cleavage of RNA; FAM/BHQ RNA-DNA oligo cleavage fluorescence, 5 h; 350,000 tested, 0.32% active; activation, % at 20 µM; in the data active = activation above about 50%
Target sequence (P0AE70 whole entry, looked up): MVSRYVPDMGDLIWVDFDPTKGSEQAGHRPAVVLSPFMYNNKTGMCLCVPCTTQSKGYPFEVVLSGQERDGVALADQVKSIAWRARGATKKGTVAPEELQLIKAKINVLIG
UGM FP inh – Mtb UDP-galactopyranose mutase inhibition | P9WIQ1 | purified UGM, fluorescence polarization probe displacement | inhibition, % at 10 µM | 320,000 tested, 0.06% active; in the data active = inhibition above about 10%, passing the limit was not always enough
Target sequence (P9WIQ1 whole entry, looked up): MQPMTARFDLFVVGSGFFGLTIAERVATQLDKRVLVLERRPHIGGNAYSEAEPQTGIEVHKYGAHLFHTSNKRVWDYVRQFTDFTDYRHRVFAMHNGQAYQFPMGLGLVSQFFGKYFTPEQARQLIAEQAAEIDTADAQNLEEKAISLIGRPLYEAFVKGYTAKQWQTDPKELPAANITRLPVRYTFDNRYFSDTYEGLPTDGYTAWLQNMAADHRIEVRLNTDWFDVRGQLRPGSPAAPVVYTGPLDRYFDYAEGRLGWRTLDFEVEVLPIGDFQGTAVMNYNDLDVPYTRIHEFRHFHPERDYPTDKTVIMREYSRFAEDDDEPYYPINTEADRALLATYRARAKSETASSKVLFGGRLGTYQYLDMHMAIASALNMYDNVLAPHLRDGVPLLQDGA
Rv3671c inh – inhibits the M. tuberculosis serine protease Rv3671c | inhibition, % at 5.96 µM | 320,000 tested, 0.048% active | AID 2606; in the data active = inhibition above about 38%;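 note: extracellular domain of Rv3671c used as enzyme; 0% = enzyme with DMSO and 100% = no enzyme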
Target sequence (P9WHR9 whole entry, looked up, the tested form may be a part): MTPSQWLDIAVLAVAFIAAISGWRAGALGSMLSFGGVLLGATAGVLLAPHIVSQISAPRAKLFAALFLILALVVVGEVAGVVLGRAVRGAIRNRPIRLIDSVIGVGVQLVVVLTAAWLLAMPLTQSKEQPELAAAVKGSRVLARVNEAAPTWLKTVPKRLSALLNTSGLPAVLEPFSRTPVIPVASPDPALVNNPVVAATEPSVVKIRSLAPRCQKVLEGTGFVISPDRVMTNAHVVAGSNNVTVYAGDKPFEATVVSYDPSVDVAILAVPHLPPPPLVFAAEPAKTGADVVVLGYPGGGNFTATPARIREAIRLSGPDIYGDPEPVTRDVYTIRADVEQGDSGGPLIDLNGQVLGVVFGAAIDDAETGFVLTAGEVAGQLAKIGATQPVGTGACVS
* marks the source's active call; other numbers are inactive results; x = no result given. This is a subset; count on the stated rates, not on these rows.

SMILES	PrPC surface inh	MazEF act	UGM FP inh	Rv3671c inh
COc1ccc2c(c1)CN1C(=O)N(Cc3ccccc3)S(=O)(=O)CC21 (stereo not drawn)	3	x	x	x
COC(=O)C1=C(C)N(Cc2ccc(C(F)(F)F)cc2)C(=NCc2ccc(C(F)(F)F)cc2)NC1c1ccccc1C(F)(F)F (stereo not drawn)	14	x	x	x
COc1ccc(NC(=O)C(C2CC2)n2c(=O)c(-c3ccccc3)nc3ccccc32)cc1 (stereo not drawn)	11	x	x	x
Cn1cc(CCOCc2ccccn2)c2ccccc21	9	x	x	x
CCn1c(Cc2cccs2)nnc1SCC(=O)Nc1ccc2c(c1)OCCO2	1	x	x	x
C=CCN1C(=O)[C@@H](CC(=O)NCC2CCCCC2)[C@]2(C(=O)OCC)CCCCC/C=C/12	5	x	x	x
C=CCNC(=O)NC[C@@]1(C(=O)OC)CC(=O)N(C)[C@@H]1c1ccccc1	2	x	x	x
O=C(OCc1cn(Cc2ccccc2F)nn1)N1CCCC1	-2	x	x	x
CCCCOCCCNC(=O)C[C@H]1C[C@@]2(C(=O)OC)C(=C[C@H](COCc3ccccc3)O[C@@H]2C)N(Cc2ccc(Cl)cc2Cl)C1=O	0	x	x	x
CCc1cccc(-n2c(C)cc(O)cc2=O)c1	15	x	x	x

Rewritten with values under each structure: entries from further up.
Under each structure: PrPC surface inh	MazEF act	UGM FP inh	Rv3671c inh
COC(=O)C1=C(C)N(Cc2ccc(C(F)(F)F)cc2)C(=NCc2ccc(C(F)(F)F)cc2)NC1c1ccccc1C(F)(F)F (stereo not drawn)
    14	x	x	x
COc1ccc(NC(=O)C(C2CC2)n2c(=O)c(-c3ccccc3)nc3ccccc32)cc1 (stereo not drawn)
    11	x	x	x
Cn1cc(CCOCc2ccccn2)c2ccccc21
    9	x	x	x

More structures
SMILES	PrPC surface inh	MazEF act	UGM FP inh	Rv3671c inh
COc1ccc(C2CC(=O)C(c3cccc(F)c3)=CN2Cc2ccccc2)cc1 (stereo not drawn)	13	x	x	x
COC(=O)[C@]12CCCCC=C1N(Cc1ccc3c(c1)OCO3)C(=O)[C@H](CC(=O)NCCCN1CCCC1=O)C2	1	x	x	x
COc1ccc(OC)c(S(=O)(=O)Nc2ccc(C(=O)Nc3cc(C)on3)cc2)c1	0	x	x	x
COC(=O)C1=C(C)N(Cc2ccc(F)cc2)C(=S)NC1c1ccc(F)cc1 (stereo not drawn)	12	x	x	x
CCC(C)N(C(=O)Cn1nc(Cc2ccncc2)c2ccccc2c1=O)C(C)CC (stereo not drawn)	-2	x	x	x
O=C(NCc1ccco1)O[C@H]1CC[C@@]23CCCN2C(=O)CCC[C@H]3C1	-4	x	x	x
Cc1[nH]c2c(Cl)cccc2c1CCN	x	-3	-0.4	5
CC(Oc1ccc(Cl)cc1Cl)C(=O)Nc1ccc(S(=O)(=O)Nc2cnc3ccccc3n2)cc1 (stereo not drawn)	x	-3	1.0	-18
CC1CCN(c2c(NCC3CCC(C(=O)NCCCc4ccccc4)CC3)c(=O)c2=O)CC1 (stereo not drawn)	x	5	1.6	4
O=C(CSc1nc2[nH]ncc2c(=O)n1-c1ccccc1)N1CCCc2ccccc21	x	-28	-1.4	2
COc1ccc(S(=O)(=O)N2CC(C)N(S(=O)(=O)c3ccc(OC)cc3)CC2C)cc1 (stereo not drawn)	x	-2	0.1	4
O=C(Nc1cccnc1Oc1ncnc2cc(Cl)ccc12)c1ccc(F)cc1	x	2	6.1	4
Cc1oc2c(c1C(=O)NCc1cccnc1)C(=O)c1ccccc1C2=O	x	7	0.6	-43
CC(=O)NS(=O)(=O)c1ccc(NC(=O)c2oc3c(Cl)cccc3c2C)cc1	x	8	2.0	6
CC1=NN(c2ccccc2)C(=O)/C1=C/c1c(O)n(-c2ccc(F)c(Cl)c2)[nH]c1=O	x	-8	-1.9	48*
Cc1cc(C)nc(N2CCN(c3ncnc4c3cnn4Cc3ccc(Cl)cc3Cl)CC2)n1	x	2	-2.8	1
CCCC[C@@H]1C[C@H]1[C@@H](NC(=O)c1cccs1)c1ccc(Cl)cc1	x	-6	-0.7	-34
CCSc1nnc(NC(=O)c2cnccn2)s1	x	4	0.8	4
COc1ccc(C2=CC3=C(Br)C(=O)C(C)(OC(=O)c4ccc(Cl)nc4)C(=O)C3=CO2)cc1 (stereo not drawn)	x	-65	2.4	1
CCOC(=O)C1=C(CSc2nc(C)cc(C)c2C#N)OC(N)=C(C#N)C1c1cccs1 (stereo not drawn)	x	-31	3.7	6
CCOC(=O)c1cccc(NC(=O)c2c(N)n(C)c(=O)[nH]c2=O)c1	x	17	-0.7	-6
CCCCCCCC1=CC2=CC(=O)C(C)(OC(C)=O)C(=O)C2=CN1CCc1ccccc1 (stereo not drawn)	x	8	-0.1	-8
CC12CCC(C(=Nc3ccc(N=C4C(=O)C5(C)CCC4C5(C)C)cc3)C1=O)C2(C)C	x	6	2.0	-16
CC(Cc1ccc(O)c(O)c1)C(C)Cc1ccc(O)c(O)c1 (stereo not drawn)	x	4	3.4	-39
O=C(Nc1ccc(S(=O)(=O)N2CCOCC2)cc1)c1ccc(CN2CCc3ccccc3C2)cc1	x	0	-0.1	-5
CC(C)Sc1nnc2n(CCc3ccccc3)c(=O)c3c4c(sc3n12)COC(C)(C)C4	x	-2	1.9	-1
COc1ccc(C2=NN(C(=O)c3ccco3)C(c3cc4ccccc4nc3Cl)C2)cc1 (stereo not drawn)	x	2	0.6	0
CC(C)=CCC12Oc3cc(O)ccc3C1(O)Oc1cc(O)c([C@H]3C=C(C)CC(c4ccc(O)cc4O)[C@H]3C(=O)c3ccc(O)cc3O)c(O)c1C2=O (stereo partly drawn)	x	33	0.5	-45
CC1(C)C(=O)C=C[C@]2(C)[C@H]3CC[C@@]4(C)[C@H](c5ccoc5)OC(=O)[C@H]5O[C@]54[C@]3(C)[C@H](O)C[C@@H]12	x	3	-1.0	1
O=C(Nc1ccccc1)Nc1ccc(O)c2ccccc12	x	-17	3.1	-48
O=c1c2[nH]c3ccc(Br)cc3c2ncn1Cc1ccncc1	x	-5	-0.2	-4
CN1CCN(c2ccccc2NS(=O)(=O)c2ccc3c(c2)CCN3C(=O)C2CCC2)CC1	x	8	-0.9	-9
C#CCOCCOCCOCCNc1nc(N2CCN(C(=O)C([C@@H](C)CC)n3cc(C(N)COC(=O)C(F)(F)F)nn3)CC2)nc(N2CCN(C(=O)[C@H](CCCCN)n3cc(C(N)CC(C)C)nn3)CC2)n1 (stereo partly drawn)	x	8	-2.2	-5
OC1(Cc2ccn[nH]2)CCCCC1	x	-6	2.6	8
Cc1cccc2cc(COC(=O)c3cccc([N+](=O)[O-])c3)c(=O)[nH]c12	x	3	2.1	5
C=C1[C@@H](O)[C@@H]2O[C@]3(CC[C@H](/C=C/[C@@H](C)[C@@H]4CC(C)=CC5(O[C@H](C[C@@](C)(O)C(=O)OC)CC[C@H]5O)O4)O3)CC[C@H]2O[C@@H]1[C@@H](O)C[C@H](C)[C@H]1OC2(CCCCO2)CC[C@H]1C (stereo partly drawn)	x	8	0.9	-1
O=[N+]([O-])c1cccc(-c2n[nH]c(=S)n2-c2ccccc2)c1	x	2	1.1	0
O=c1c2ccccc2c(C=Nc2ccc(O)cc2)c(O)n1-c1nccs1	x	15	2.9	4
Cn1ccnc1SCC(=O)Nc1ccc2nc(SCC(=O)NC3CC3)sc2c1	x	2	-0.1	-4
COCCNC(=S)N/N=C/c1ccc(OCc2ccc(C(=O)OC)cc2)c(OC)c1	x	-3	-1.6	0
CCCOc1ncnc2c1[nH]c1ccc(C)cc12	x	8	0.2	-12
CCOc1ccccc1C(=O)Nc1ccc2nc(N3CCN(c4ncccn4)CC3)cc(C)c2c1	x	-11	-0.2	3
CCOC(=O)Cn1c(=O)c2c(nc(Br)n2Cc2ccc(Cl)cc2)n(C)c1=O	x	-18	-0.6	6
COCCN1C=C(C(=O)OC)C(c2cc3c(cc2Br)OCO3)C(C(=O)OC)=C1	x	4	-0.5	-5
CCOc1ccccc1-n1c(SCC(=O)Nc2ccc(CC)cc2)nc2n[nH]c(C)c2c1=N	x	-53	-2.3	-5
CNC(=O)c1c(NC(=O)c2cc(-c3cc(C)c(C)cc3O)n[nH]2)sc2c1CCCC2	x	-4	-1.5	8
Brc1ccc(-c2nnc(-c3cccnc3)c3conc23)cc1	x	2	-2.2	0
COCCN1C(=O)N[C@@H](CCc2ccccc2)C(C(C)=O)=C1C	x	0	-2.1	2
Cc1ccc(-c2nnc(CSc3nc(C)nc4sc(C)c(C)c34)o2)cc1	x	-8	-1.7	7
Cc1cccc2cc(C#N)c(SCCN3CCCCC3)nc12	x	-19	0.6	-7
Additional compounds follow:
SMILES	PrPC surface inh	MazEF act	UGM FP inh	Rv3671c inh
C=CCn1c(SCc2cc(=O)n3ccsc3n2)nc2sc(C)c(C)c2c1=O	x	-6	-0.5	-12
Cc1cc(C)c2cc(C#N)c(N3CCCN(S(=O)(=O)c4ccccc4)CC3)nc2c1	x	-7	1.1	3
C/C(=N\NC(=O)c1ccc(NS(=O)(=O)c2cccs2)cc1)c1ccccn1	x	2	1.1	3
Cc1ccc(NS(=O)(=O)c2cccc(C(=O)Nc3c(C)n(C)n(-c4ccccc4)c3=O)c2)cc1	x	2	-2.1	5
COc1ccc(Cn2c(C3CCCCC3)nc3c(c(=O)c4ccccc4n3C)c2=O)cc1	x	-69	0.9	-7
CCO[C@H]1OC(C(N)=O)=C[C@@H](C2CC2)[C@@H]1CCCO	x	3	0.8	-2
Cc1cc2oc(=O)c(CC(=O)NCCCN(C)C)c(C)c2c2occ(C(C)(C)C)c12	x	39	1.5	-6
Cc1cc(C)c2c(=O)n(CC(=O)NCCCN3CCN(c4ccccc4F)CC3)sc2n1	x	-13	-3.4	-3
Cn1c(=O)c2c(ncn2CC(=O)N/N=C/C=C/c2ccccc2[N+](=O)[O-])n(C)c1=O	x	8	-0.2	-10
CCC(c1nnnn1C(C)(C)C)N(Cc1cccs1)Cc1cc2cc(C)c(C)cc2n2nnnc12 (stereo not drawn)	x	-15	1.2	-5

Structural class: the compounds so far with a tert-butyl group
SMILES	PrPC surface inh	MazEF act	UGM FP inh	Rv3671c inh
Cc1cc2oc(=O)c(CC(=O)NCCCN(C)C)c(C)c2c2occ(C(C)(C)C)c12	x	39	1.5	-6
CCC(c1nnnn1C(C)(C)C)N(Cc1cccs1)Cc1cc2cc(C)c(C)cc2n2nnnc12 (stereo not drawn)	x	-15	1.2	-5

New compounds follow.
SMILES	PrPC surface inh	MazEF act	UGM FP inh	Rv3671c inh
Cc1nc2c(c(=O)[nH]1)C(c1ccccc1Cl)c1c(c3ccccc3oc1=O)O2 (stereo not drawn)	x	2	-0.6	5
Cc1nc2c(c(=O)n1CCC(C)C)c1nc3ccccc3nc1n2Cc1ccc2c(c1)OCO2	x	-6	0.7	2
CC(=O)c1c2c3c(cccc3n(C)c1=O)C(=O)c1ccccc1-2	x	19	1.6	-4
O=[N+]([O-])c1cccc(-c2nnc3ccccn23)c1	x	6	1.0	-2
CCOc1ccc(N2C(=O)/C(=C/c3ccccn3)SC2=S)cc1	x	2	-0.2	7
Cn1c(=NC(=O)COc2ccccc2)sc2cc(F)cc(F)c21	x	-1	-0.4	8
CC1CCC2(CC1)NC(=O)N(Cc1cc(=O)n3ccsc3n1)C2=O (stereo not drawn)	x	0	-1.9	-2
COc1cccc(C(=O)Oc2ccc3ccc(O)cc3c2)c1	x	5	1.7	-3
Cc1cc(Nc2c(C)n(C)n(-c3ccccc3)c2=O)n2c(nc3cc(F)c(F)cc32)c1C#N	x	7	5.9	2
Clc1ccc2[nH]c3c(N4CCC5(CC4)OCCO5)ncnc3c2c1	x	2	0.6	1
CC(C)CCNC(=O)Cn1c(NCCC(C)C)nc2c1c(=O)n(C)c(=O)n2C	x	1	2.2	-9
C#CCOCCOCCOCCNc1nc(N2CCN(C(=O)[C@H](Cc3cc4ccccc4[nH]3)n3cc([C@@H](N)C(C)CC)nn3)CC2)nc(N2CCN(C(=O)[C@H](CCCCN)n3cc([C@@H](N)CC(C)C)nn3)CC2)n1 (stereo partly drawn)	x	-9	4.1	-1
Cc1ccc(C=C2C(Cl)=C(Cl)C(Cl)=C2Cl)cc1	x	-15	-3.4	4
CCCCC1=CC2=CC(=O)C(C)(OC(=O)CC)C(=O)C2=CN1CCN1CCOCC1 (stereo not drawn)	x	-21	-2.1	0
C=C1CCN(c2ccc(C(=O)O)cc2[N+](=O)[O-])CC1	x	-20	1.0	-9
C=C(C)C(=O)Nc1cccc(C2=NOC3(C2)C[C@H](C(N)=O)N(C(=O)CC#N)C3)c1 (stereo partly drawn)	x	-4	2.1	-25
O=C(NCc1ccccc1Cl)C1CCN(C(=O)c2ccco2)CC1	x	15	-1.1	-12
N[C@@H](Cc1cc(I)c(Oc2cc(I)c(O)c(I)c2)c(I)c1)C(=O)O	x	-15	-2.2	4
COc1cc2c(cc1OC)-c1c(OC)c(OC)c(OC)c3ccnc(c13)C2=O	x	-8	2.3	0
O=C(CN1CCN(C(=O)c2ccco2)CC1)N1CCc2[nH]c3ccccc3c2C1	x	21	-0.4	6
NC(CCCCCP(=O)(c1ccccc1)c1ccccc1)C(=O)O (stereo not drawn)	x	13	-0.8	1
COc1cc2c(cc1OC)CN(C(=O)CSc1nc3[nH]ncc3c(=O)n1-c1ccccc1)CC2	x	10	3.2	3
COc1ccc(-c2csc(NC(=O)c3ccc(C(C)(C)C)cc3)c2C(=O)O)cc1	x	-2	-1.6	4
Cc1nc2c(c(=O)[nH]1)C(c1ccc([N+](=O)[O-])cc1)c1c(c3ccccc3oc1=O)O2 (stereo not drawn)	x	14	2.1	1
CC(=O)OC1CCC2(C)C(CCC3C2CC(OC(C)=O)C2(C)C3C[C@@H]3O[C@]4(CC[C@@H](C)CO4)[C@@H](C)C32)C1 (stereo partly drawn)	x	-6	-0.6	-2
COc1ccc(-c2nnc(SCC(=O)N3CCCC3)o2)cc1OC	x	-9	1.5	2
